LYP act: LYP phosphatase activators, primary screen, biochemical, DiFMUP fluorescence, 2 µM; recombinant LYP; 0 = plate median, 100 = signal doubled; activation, % at 2 µM; actives 0.11% (n = 96,000); Tyrosine-protein phosphatase non-receptor type 22 (Homo sapiens), Q9Y2R2;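 active = activation at 2 µM above a set limit, the mean plus 5 SD, cut at about 37% in these data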
VCAM1 TNFa inh: inhibitors of TNFa-induced VCAM1 expression, primary screen, imaging, HUVEC, TNFa stimulus, immunofluorescence; HUVEC TNFa-induced VCAM-1 immunofluorescence, high-content imaging; inhibition, % at 2 µM; actives 0.48% (n = 95,000); AID 802, 2007;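 active = inhibition above the batch mean plus 3 SD, with images confirmed as a hit by eye, cut at about 37% in these data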;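 also: 0% = TNF-stimulated DMSO wells and 100% = unstimulated control wells; not every result past the cut was called active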
Pyk2 oligo antag: antagonists of Pyk2 self-association, primary screen, Q293 cells, FERM NanoBiT luminescence, HTS; Protein-tyrosine kinase 2-beta (Homo sapiens), Q14289; actives 0.83% (n = 99,000); active compounds read low; z-score (the deposit names both 25 µM and 10 µM);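 active = Z-score of -3 or lower, scaled per plate to the spread of control and sample wells; inactive = z-score above -3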;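 also: negative z-score means lost luminescence so less FERM oligomerization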
Target sequence (Q14289 whole entry, looked up): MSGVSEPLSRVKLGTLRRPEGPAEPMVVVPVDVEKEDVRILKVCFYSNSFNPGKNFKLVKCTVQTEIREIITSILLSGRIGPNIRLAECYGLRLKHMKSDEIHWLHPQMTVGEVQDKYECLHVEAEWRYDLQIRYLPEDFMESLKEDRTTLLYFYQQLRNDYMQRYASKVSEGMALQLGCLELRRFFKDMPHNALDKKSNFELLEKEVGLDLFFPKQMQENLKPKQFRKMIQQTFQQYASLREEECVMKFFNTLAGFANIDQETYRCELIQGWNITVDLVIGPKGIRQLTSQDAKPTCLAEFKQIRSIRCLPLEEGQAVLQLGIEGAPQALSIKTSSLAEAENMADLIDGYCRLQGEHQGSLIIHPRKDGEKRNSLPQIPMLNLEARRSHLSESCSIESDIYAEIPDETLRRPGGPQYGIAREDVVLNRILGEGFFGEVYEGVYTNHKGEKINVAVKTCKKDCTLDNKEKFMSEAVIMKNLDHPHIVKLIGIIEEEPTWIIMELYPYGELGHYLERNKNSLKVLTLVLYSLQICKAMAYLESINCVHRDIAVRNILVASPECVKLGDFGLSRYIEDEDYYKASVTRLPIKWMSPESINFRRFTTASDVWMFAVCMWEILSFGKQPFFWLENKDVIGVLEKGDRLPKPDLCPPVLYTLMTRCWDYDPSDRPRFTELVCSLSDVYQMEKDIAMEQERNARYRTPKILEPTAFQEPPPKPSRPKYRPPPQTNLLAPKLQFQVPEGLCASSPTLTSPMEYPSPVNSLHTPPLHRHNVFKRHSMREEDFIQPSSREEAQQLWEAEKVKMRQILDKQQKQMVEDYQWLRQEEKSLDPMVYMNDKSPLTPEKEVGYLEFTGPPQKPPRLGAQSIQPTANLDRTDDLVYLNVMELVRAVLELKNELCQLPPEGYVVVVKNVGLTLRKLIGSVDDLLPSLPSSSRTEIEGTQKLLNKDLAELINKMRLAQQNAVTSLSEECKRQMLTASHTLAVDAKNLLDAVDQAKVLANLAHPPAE
IL1B cytotox: cytotoxicity in IL-1B stimulated HUVEC, primary screen, cytotoxicity control for IL-1B NFkB translocation project, imaging, Hoechst nuclear count, IL-1B stimulus; actives 0.41% (n = 94,000); cell count reduction, % at 2 µM; HUVEC cell count loss;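 active = cell count reduction more than 3 SD above the screen-wide mean, cut at about 70% in these data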;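 also: normalized per plate to untreated control cells as the no-loss baseline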
HUVEC tox TNFa: cytotoxicity in TNFa-stimulated HUVEC, primary screen, cytotoxicity control for VCAM1 expression modulator project, imaging, Hoechst nuclei count | cell count reduction, % at 2 µM | actives 0.17% (n = 93,000) | HUVEC TNFalpha-stimulated, Hoechst cell count | AID 848, 2007;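 active = cell count reduction exceeding the screen mean by over 5 SD, scaled to untreated wells per plate, cut at about 78% in these data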;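 also: cells counted after 24 h of TNF alpha exposure following the 1 h pretreatment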
cytoskel mod: modifiers of F-actin cytoskeleton organization, primary screen, imaging, HUVEC, phalloidin staining, high-content imaging | HUVEC TNFa F-actin phalloidin imaging | inhibition, % at 2 µM | actives 0.18% (n = 91,000) | AID 836, 2007;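 active = inhibition above the batch mean plus 3 SD and confirmed as a hit by visual image inspection, cut at about 30% in these data, passing the limit was not always enough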; also: strong numbers were not always called active
ERa SRC1 inh: ERα–SRC-1 coactivator interaction inhibitors, primary screen, biochemical, TR-FRET, ERα LBD, estradiol-bound; actives 1.7% (n = 86,000); TR-FRET ER-alpha LBD / SRC-1 peptide; Estrogen receptor (Homo sapiens), P03372; inhibition, % at 25.6 µM; AID 629, 2007; in the data active = inhibition above about 50%;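 also: 0% = receptor plus peptide control and 100% = peptide only without receptor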
FAK inh: FAK kinase inhibitors, primary screen, biochemical. Focal adhesion kinase 1 (Homo sapiens), Q05397. actives 0.84% (n = 97,000). AID 727, 2007. inhibition, %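 (tested at 7 µM)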. biochemical FAK kinase activity assay; in the data active = inhibition above about 19%;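 also: 0% = DMSO and 100% = reference compound high control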
PTPN22 inh 2: PTPN22 phosphatase inhibitors, primary screen, biochemical, DiFMUP fluorescence, 2 µM; Tyrosine-protein phosphatase non-receptor type 22 (Homo sapiens), Q9Y2R2; recombinant LYP catalytic domain; inhibition, % at 2 µM; actives 0.21% (n = 96,000); AID 640, 2007;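 active = inhibition at 2 µM at or above a set limit, the screen mean plus 3 SD, cut at about 24% in these data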;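 also: 0% = DMSO with enzyme and 100% = enzyme fully blocked by orthovanadate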
Starred values were filed as active, the others as inactive; . = no result given; [ ] = another dose, or the depositor's remark.

SMILES	LYP act	VCAM1 TNFa inh	Pyk2 oligo antag	IL1B cytotox	HUVEC tox TNFa	cytoskel mod	ERa SRC1 inh	FAK inh	PTPN22 inh 2
CCOc1ccc(C2=C/C(=C/c3cccnc3)C(=O)O2)cc1	-7	-15	-0.9	-21	-3	-7	.	7	12
COc1ccc(/C=C/C(=O)c2c(C)nc3ccccn23)cc1	-3	1	-1.8	-28	0	0	.	8	7
Cn1c(Cn2c(=O)sc3ccccc32)nnc1SCc1ccccc1F	8	10	.	-2	-15	-4	-10	0	-12
Cc1ccccc1-c1cc(C(=O)Nc2nc3c(s2)CCCC3)c2ccccc2n1	-6	12	-0.58	1	-5	-11	.	1	10
O=C(N/C(=C\c1ccc2c(c1)OCO2)C(=O)N1CCOCC1)c1cccs1	1	0	0.86	-2	-21	-20	.	-5	6
CS(=O)(=O)Nc1ccc(C(=O)N2CCCCC2)cc1	-7	16	-0.87	-25	11	-2	-6	3	4
CCCn1c(NC(=O)c2ccccc2)nc2ccccc21	7	11	-1.4	-8	-21	-1	-4	18	-7
CN(C)c1ccc(N=c2sc3ccccc3n2C)cc1	3	-32	-1.5	25	6	-16	.	2	0
Cc1cc(C)n(CC(C)O)c(=O)c1C#N (configuration not stated)	-8	-2	1.1	-42	-9	1	.	-1	9
CCn1cc(/C=N/NC(=O)c2cc3c(ccc4ccccc43)o2)c2ccccc21	-4	-6	-0.24	.	17	-33	.	3	9
COc1cccc(NC(=O)C2CCN(Cc3cnn(-c4ccccc4)c3-n3cccc3)CC2)c1	-6	4	-0.9	3	-7	0	-3	0	5
CCOC(=O)CC(=O)Nc1nnc(C(C)C)s1	10	-25	-0.15	-80	-32	.	-13	-3	-11
Cc1[nH]nc2c1C(c1ccc(-c3ccccc3C#N)o1)C(C#N)=C(N)O2 (configuration not stated)	-11	4	-0.55	11	-29	0	-13	11	8
O=C(CCN1C(=O)COc2ccccc21)N1CCCCC1	-1	1	0.72	2	-12	-18	-1	1	0
CCCc1cc(SCC(=O)Nc2c(C)n(C)n(-c3ccccc3)c2=O)n2c(nc3ccccc32)c1C#N	-17	23	.	8	21	-17	-31[fluorescence artefact?]	-3	18
O=c1c2c([nH]c3ccccc13)C(=C1CCCC1)CC2	-3	11	-0.02	-20	-10	8	77*[fluorescence artefact?]	12	0
C1CCN=C(Nc2nc3c(s2)CCCC3)CC1	3	10	-0.29	-5	2	2	1	-3	1
CCOc1ccc(S(=O)(=O)Nc2ccccc2C(=O)NCc2ccco2)cc1	2	-29	-0.3	-27	-40	12	14	-1	1
COC(=O)c1cccc(S(=O)(=O)N2CCC(NC(=O)NC34CC5CC(CC(C5)C3)C4)CC2)c1	10	24	-0.29	10	6	19	0	4	-11
CCC(=O)Nc1ccc(C(=O)OCC(=O)c2ccc(C)c([N+](=O)[O-])c2)cc1	13	11	-0.11	-3	-14	-22	.	-2	-11
CCc1cc(-c2n[nH]c(C)c2-c2nc3ccccc3n2C)c(O)c(CN2CCN(C)CC2)c1O	5	1	0.48	-3	3	-20	1[fluorescence artefact?]	1	-8
N#Cc1ccc(CSc2nnc(NC(=O)C3CCCO3)s2)cc1 (configuration not stated)	-5	-13	0.3	-1	-6	-14	1	1	4
Cc1nc2ncnn2c(N2CCN(C(c3ccccc3)c3ccccc3)CC2)c1C	-8	-7	-1.3	14	-10	31	18	1	6
COc1ccc(NS(=O)(=O)c2ccc(S(=O)(=O)N3CCCC3)cc2)cc1	-2	13	-0.1	6	-14	-3	-5	-1	3
COc1cc2c(cc1OC)C1=C(C#N)COCN1CC2	6	-2	-0.21	-28	-21	-3	2	0	-8
CCCCCCCCCCNC(=O)CCn1[nH]c(=O)c2ccccc2c1=O	0	6	-0.47	37	-5	-6	5	-4	-1
CCOC(=O)CN1C(=O)C(O)(CC(=O)c2ccccn2)c2ccccc21 (configuration not stated)	-14	-8	.	-4	-16	-2	1	-9	11
CSc1cccc(NC(=O)CN(C2CCCCC2)S(C)(=O)=O)c1	6	-15	-0.63	-22	-7	5	-7	0	-8
O=C(COc1ccc(Cl)cc1)N1CCN(c2ccc([N+](=O)[O-])c(N3CCCCC3)c2)CC1	-8	1	-0.58	-33	6	20	.	6	13
O=C(Nc1nc2ccccc2n1Cc1ccccc1)c1ccc(COc2ccccc2[N+](=O)[O-])o1	-3	3	-0.62	-36	-13	2	.	-4	7
C=CCn1c(=O)c(C(=O)Nc2ccccc2O)c(O)c2ccccc21	-12	28	-0.93	-30	5	13	4	0	9
O=C(COC(=O)/C=C/c1cnc2ccccc2n1)NCC(F)(F)F	10	2	0.16	-15	-7	-9	.	1	-8
N#CCC(CNc1ncc(C(F)(F)F)cc1Cl)OC(=O)c1ccc(Cl)cc1 (configuration not stated)	0	14	0.08	1	-42	13	.	-1	2
COc1ccc(N2CCN(S(=O)(=O)c3cccc(C(F)(F)F)c3)CC2)cc1	4	13	0.55	-17	-19	0	-4	0	-7
Cc1noc(C)c1C(=O)N1CCOCC1	33	15	0.7	-6	-53	.	-4	0	-31
O=C(CSc1nnc(CNc2ccccc2)o1)N1CCc2ccccc21	-15	1	0.91	-6	2	14	18[fluorescence artefact?]	0	16
Clc1ccc(NC2(c3nnnn3C3CCCCC3)CCCCC2)cc1	-6	5	-1.6	.	-11	26	.	-1	11
OCCN(CCO)CC(O)COCCC12CC3CC(CC(C3)C1)C2 (configuration not stated)	-4	0	0.05	-155	-16	0	13	0	6
C/C(=N/NC(=O)CNc1ccc(C)cc1)c1ccc(Br)s1	9	3	-0.04	-49	-10	5	.	-1	-3
CCC(C)C(=O)Nc1nc(C)c(-c2csc(Nc3cc(Cl)ccc3OC)n2)s1 (configuration not stated)	-3	22	.	-5	-6	-1	.	-1	6
CCc1ccc(-c2cc(C(=O)N3N=C(C(F)F)CC3(O)C(F)F)c3ccccc3n2)cc1 (configuration not stated)	-4	12	-2.5	18	26	42	.	1	8
CCCCCCC(=O)Nc1nc(C)c(-c2csc(Nc3cccc(OC)c3)n2)s1	-6	7	.	4	-17	35	.	3	10
Cc1nnc2n(Cc3ccccc3)c(=O)c3c4c(sc3n12)COC(C(C)C)C4 (configuration not stated)	-4	7	-1.3	-89	-22	-21	.	-4	4
O=S(=O)(c1ccc(Cl)cc1)N1CCC(N2CCOCC2)CC1	6	6	0.16	-3	-13	1	-9	1	-4
CCc1ccc(CNCCSc2nnnn2C)cc1	-2	-1	0.11	-4	-5	-1	-1	2	0
C/C=C/c1ccc(OCCCNC)c(OC)c1	-7	10	0.1	-10	-13	1	20[fluorescence artefact?]	-4	5
CCc1nccn1C(=O)c1cnn2c(C(F)F)cc(-c3ccccc3)nc12	18	7	.	-69	-1	-1	.	4	-16
COc1ccccc1Nc1nc(C2(C)CCC(=O)O2)cs1 (configuration not stated)	-6	-42	1.2	-22	-36	22	-32	0	4
CN1CCN(C(=O)c2ccccc2NC(=O)C(C)(C)C)CC1	12	23	1.1	-8	-10	-9	-3	-3	-12
Cc1cc(C)c(C#N)c(N2CCOCC2)n1	-4	0	-0.14	-27	8	-1	-3	-3	2

Profiles as entered above. Order of values: LYP act, VCAM1 TNFa inh, Pyk2 oligo antag, IL1B cytotox, HUVEC tox TNFa, cytoskel mod, ERa SRC1 inh, FAK inh, PTPN22 inh 2
Entry for `C/C=C/c1ccc(OCCCNC)c(OC)c1` → -7, 10, 0.1, -10, -13, 1, 20[fluorescence artefact?], -4, 5
Entry for `CN1CCN(C(=O)c2ccccc2NC(=O)C(C)(C)C)CC1` → 12, 23, 1.1, -8, -10, -9, -3, -3, -12

Following part
SMILES	LYP act	VCAM1 TNFa inh	Pyk2 oligo antag	IL1B cytotox	HUVEC tox TNFa	cytoskel mod	ERa SRC1 inh	FAK inh	PTPN22 inh 2
Cc1cccc(NC(=O)CC2Nc3cccc4cccc(c34)NC2=O)c1 (configuration not stated)	-1	-10	-0.85	16	.	-8	.	4	4
O=c1/c(=C/c2ccccn2)sc2nc3ccccc3n12	-9	-19	0.43	-30	-26	14	90*[fluorescence artefact?]	17	9
N#CC1=C(N)SC(N)=C(C#N)C1c1cccc(Oc2ccccc2)c1	-12	-30	-1.4	21	1	-11	3	4	17
CCOC(=O)Cc1csc(N)n1	-6	-3	0.05	3	-17	-14	-3	1	5
Cc1ccc(Cn2c(N3CCCCCC3)nc3c2c(=O)[nH]c(=O)n3C)cc1	2	15	-0.4	-151	-18	-3	2	-6	-2
COC(=O)c1c2c(nc3ccccc13)CCC2	-8	7	1.6	.	-8	11	2[fluorescence artefact?]	2	8
Cc1onc(-c2ccccc2Cl)c1C(=O)Nc1c(C)n(C)n(-c2ccccc2)c1=O	-6	-8	0.56	22	1	-31	-5	1	4
O=C(COc1ccccc1)Nc1nc(-c2cccs2)cs1	4	4	0.3	-22	-37	-10	-11	5	-5
O=C1C2CC=C(Cl)CC2C(=O)N1CNc1ccccn1 (configuration not stated)	2	-1	0.84	-31	-4	-9	-7	-2	-5
COc1ccc2[nH]c(=O)c(CN(CCc3ccccc3)Cc3nnnn3CC3CCCO3)cc2c1 (configuration not stated)	6	-1	0.82	-4	-23	1	16	1	-7

Results in FAK inh, HUVEC tox TNFa and cytoskel mod (2 entries from above):
structure	FAK inh	HUVEC tox TNFa	cytoskel mod
Cc1noc(C)c1C(=O)N1CCOCC1	0	-53	.
O=C(CSc1nnc(CNc2ccccc2)o1)N1CCc2ccccc21	0	2	14

(further entries)
SMILES	LYP act	VCAM1 TNFa inh	Pyk2 oligo antag	IL1B cytotox	HUVEC tox TNFa	cytoskel mod	ERa SRC1 inh	FAK inh	PTPN22 inh 2
CCN(CC)c1ccc(CN(C(=O)c2cc(OC)c(OC)c(OC)c2)C2CCS(=O)(=O)C2)cc1 (configuration not stated)	8	0	0.75	-2	-37	13	-5[fluorescence artefact?]	-5	-8
Cc1cc(C)cc(-n2c(C)cc(C(=O)CSc3nnnn3C)c2C)c1	10	7	-0.99	-68	-2	-2	5	2	-8
COc1ccc(-c2cc(C(=O)O)c3ccccc3n2)c(OC)c1	-2	-6	0.94	16	-30	45	1	-1	2
OC(Cn1cncn1)c1ccc(Cl)cc1 (configuration not stated)	-5	-44	0.71	-14	-42	10	-4	-5	3
Cn1cnc([N+](=O)[O-])c1Nc1ccc(O)cc1	-3	5	-0.24	-7	-16	.	14	1	4
CCC(c1nnnn1CCOC)N1CCN(c2cccc(C(F)(F)F)c2)CC1 (configuration not stated)	0	-2	-0.66	-24	15	-10	.	-3	-4
O=C(NCC1CCCO1)C(c1cccs1)N(Cc1cccs1)C(=O)Cn1nnc(-c2cccs2)n1 (configuration not stated)	-12	7	-0.77	19	-31	-22	-10	0	12
COc1cc(Cl)cc(C2NC(=O)NC(C)=C2C(C)=O)c1OCC(=O)O (configuration not stated)	-9	13	-0.11	-22	-15	-1	7	-3	9
CCOC(=O)c1ccccc1NC1c2ccccc2C(=O)N1c1cc(C)ccn1 (configuration not stated)	7	3	.	-14	-35	-3	0	2	-7
CCC(=O)Nc1sc2c(c1C(=O)N(C)C)CCCCC2	-11	-5	0.6	26	-28	7	-17	-2	11
CCCCOC(=O)Nc1nc(CC(=O)OCC)cs1	-11	-46	0.35	-22	-9	20	-6	0	7
Cc1ccc(N=c2ssnc2Cl)cc1	-1	-4	0.35	-8	3	-23	0[fluorescence artefact?]	1	5
COc1ccc(-n2nnnc2/C=C\Nc2ccccc2C(=O)c2ccccc2)cc1	14	-5	-0.61	-32	-17	17	.	3	-12
CCCCC(=O)Nc1ccc(NC(=O)c2ccccc2OC)cn1	1	-65	0.81	9	-15	13	-3	3	-3
